Compound activity from PubChem BioAssay.
CYP2C19 inh: human CYP2C19 inhibition; inhibition, % at 5 µM; CYP2C19 Supersomes, luciferin-H EGE luminescence, 30 min; actives 21% (n = 96,000); P33261;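 active = CYP2C19 inhibition above a set limit at 5 µM in the primary screen, cut at about 50% in these data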;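 note: plate controls were negative control wells for no effect and 2.5 mM tranylcypromine positive control for full effect; values of inactives mirror those of a sister screen read the other way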
Target sequence (P33261 whole entry, looked up): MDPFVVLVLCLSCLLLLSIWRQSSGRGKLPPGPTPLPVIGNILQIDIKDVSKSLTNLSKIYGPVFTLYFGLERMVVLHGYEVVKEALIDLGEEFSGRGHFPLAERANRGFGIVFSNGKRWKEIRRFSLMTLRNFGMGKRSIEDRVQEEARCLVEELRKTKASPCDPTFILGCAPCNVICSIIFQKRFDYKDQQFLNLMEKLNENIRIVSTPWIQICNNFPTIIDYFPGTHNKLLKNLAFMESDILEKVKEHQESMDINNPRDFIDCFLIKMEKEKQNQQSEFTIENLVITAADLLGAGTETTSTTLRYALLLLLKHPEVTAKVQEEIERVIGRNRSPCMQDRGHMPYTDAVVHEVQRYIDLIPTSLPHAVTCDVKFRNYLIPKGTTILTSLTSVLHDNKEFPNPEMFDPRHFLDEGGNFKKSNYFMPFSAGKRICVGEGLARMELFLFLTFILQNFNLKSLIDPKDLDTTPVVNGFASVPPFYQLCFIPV
Lung fibro prol: blocks proliferation of human lung fibroblasts | LL 47 human lung fibroblast viability, ATP luminescence; active compounds read low | actives 1.1% (n = 85,000) | viability, % at 10 µM;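 active = viability at or below 50% in the single dose screen; inactive = viability above 50%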;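 note: compound exposure lasted 72 h before the ATP readout; 100% = median luminescence of untreated cell-only wells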
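Signal: luminescent ATP detection, CellTiter-Glo; assay system: LL 47 human lung fibroblasts; input: 1,150 cells/well; incubation: overnight cell rest, 72 h compound treatment at 37 °C; measure: % viability versus median cells-only luminescence; medium: IMEM growth medium with 15% fetal bovine serum; dosing: compound addition at 0.1% DMSO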
HUVEC prolif 384: human endothelial cell proliferation inhibition. actives 1.1% (n = 86,000). viability, % at 10 µM (by protocol). HUVEC proliferation, CellTiter-Glo luminescence, 72 h; active compounds read low;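 active = viability at or below 30%; inactive = viability above 30%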;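 note: 100% = median luminescence of DMSO-only cell control wells on each plate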
CD11b adhes enh: enhancers of human CD11b/CD18 binding to fibrinogen; actives 0.07% (n = 93,000); activation, % at 10 µM; K562 CD11b/CD18 adhesion to fibrinogen, ATPlite luminescence;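 active = 10 µM primary screen giving 50% or more activity, confirmed by 40% or more on retest at that dose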; note: strong numbers were not always called active
ERa SRC1 inh: blocks coactivator binding to human estrogen receptor alpha; AID 629; P03372; TR-FRET ER-alpha LBD / SRC-1 peptide, estradiol-bound; inhibition, % at 25.6 µM; actives 1.7% (n = 86,000); in the data active = inhibition above about 50%;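 note: 0% = receptor plus peptide control and 100% = peptide only without receptor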
Target sequence (P03372 whole entry, looked up, the tested form may be a part): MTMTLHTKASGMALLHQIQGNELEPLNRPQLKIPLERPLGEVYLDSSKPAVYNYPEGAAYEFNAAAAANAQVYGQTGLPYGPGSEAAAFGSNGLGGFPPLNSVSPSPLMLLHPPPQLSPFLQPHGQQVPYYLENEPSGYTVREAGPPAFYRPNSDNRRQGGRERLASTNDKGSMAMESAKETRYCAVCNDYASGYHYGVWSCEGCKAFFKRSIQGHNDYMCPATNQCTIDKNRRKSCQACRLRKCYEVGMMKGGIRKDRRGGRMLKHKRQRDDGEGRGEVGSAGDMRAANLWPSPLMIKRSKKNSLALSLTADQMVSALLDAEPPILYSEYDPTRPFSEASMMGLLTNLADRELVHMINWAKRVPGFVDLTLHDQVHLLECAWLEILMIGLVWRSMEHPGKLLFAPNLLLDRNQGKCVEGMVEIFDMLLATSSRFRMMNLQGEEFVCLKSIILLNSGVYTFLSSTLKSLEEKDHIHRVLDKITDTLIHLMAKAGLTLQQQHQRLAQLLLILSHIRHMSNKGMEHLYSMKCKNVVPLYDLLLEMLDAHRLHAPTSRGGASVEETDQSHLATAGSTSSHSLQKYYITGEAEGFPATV
ERa SRC1 pot: ER-alpha (human) coactivator binding potentiation; P03372; TR-FRET ERalpha-LBD/SRC-Cy5 coactivator binding, 2 h; 100 = basal binding, no effect; coactivator binding (% of control), % at 25.6 µM; actives 1.3% (n = 86,000); in the data active = activity above about 200%;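 note: binding measured in presence of low estradiol as agonist stimulus; 0% = peptide alone without receptor and 100% = receptor with peptide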
H69AR inhibit: growth inhibitors of human H69AR lung tumor cells | viability, % at 10 µM | H69AR lung tumor viability, ATP luminescence, 72 h; active compounds read low | actives 6% (n = 85,000);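 active = viability at or below 40%; inactive = viability above 40%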;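 note: multidrug resistant small cell line overexpressing MRP-1 efflux transporter; 100% = mean luminescence of untreated control wells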
CYP2C19 activ: activators of human cytochrome P450 2C19; activation factor at 5 µM; AID 1025; P33261; recombinant CYP2C19, luciferin-H EGE luminescence; active compounds read high; 0 = fully inhibited enzyme, 1 = untreated enzyme; 96,000 tested, under 10 active;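 active = activation factor of at least 2 at 5 µM in the primary screen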;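 note: 0 = wells with 2.5 mM tranylcypromine and 1 = vehicle-only wells; values of inactives mirror those of a sister screen read the other way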
CD11b adhes inh: inhibitors of human CD11b/CD18 binding to fibrinogen. P05107+P11215. K562 CD11b/CD18 adhesion to fibrinogen, ATPlite luminescence; Mn2+ added to activate the integrin. inhibition, % at 10 µM. actives 0.54% (n = 93,000). AID 1497;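 active = primary inhibition of 50% or more at 10 µM, then 40% or more on retest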; note: some results filed as inactive read as strong as hits
Numbers without * were called inactive; x = no result given; [ ] = remark or other dose.

SMILES	CYP2C19 inh	Lung fibro prol	HUVEC prolif 384	CD11b adhes enh	ERa SRC1 inh	ERa SRC1 pot	H69AR inhibit	CYP2C19 activ	CD11b adhes inh
c1ccc(Cc2nnc3sc(-c4ccncc4)nn23)cc1	96*	102	94	x	2	78	88	0	x
C=CCN(CC=C)C(=O)C1CC(=O)N(c2ccc(Br)cc2)C1 (stereo not drawn)	63*	95	102	0	0	95[fluorescence artefact?]	85	0.4	-7
CCOC(=O)C1CCN(C(=O)C2CCN(S(=O)(=O)c3cc(Cl)ccc3Cl)CC2)CC1	15	91	104	4	-5[fluorescence artefact?]	84	65	0.9	2
CC1(C)C(=O)Nc2ccccc2N1C(=O)COc1ncnc2c(Cl)cc(Cl)cc12	77*	96	84	-2	-6	93	93	0.2	-1
CCOCCCNC(=O)CCCn1nc(C)n2c(cc3sccc32)c1=O	7	104	107	-1	-5	126	87	0.9	-5
CCN1C(=O)C2(C(C#N)=C(N)Oc3cc(C)oc(=O)c32)c2ccccc21 (stereo not drawn)	-16	94	102	3	-3	90	99	1.2	-5
C=Cn1ccnc1P(=S)(c1ccc2c(c1)c1ccccc1n2CC)c1nccn1C=C	2	52	41	1	11	126	13*	1	11
CNC(=O)CSc1nnc(-c2cccnc2)n1CCc1ccccc1	5	101	102	-2	2	135	98	0.9	-18
CC1Cc2nc(SCC(=O)N3CCCC3)n(C)c(=O)c2S1 (stereo not drawn)	-10	99	95	-5	-2[fluorescence artefact?]	83[fluorescence artefact?]	57	1.1	-8
CCCCn1c(C)cc2cc(O)ccc21	25	87	72	4	2[fluorescence artefact?]	98[fluorescence artefact?]	99	0.8	2
CCCSc1nnc(-c2ccccc2NC(=O)CC)c(=O)[nH]1	0	105	95	10	0	115	100	1	-34
O=C(CCS(=O)(=O)c1cccs1)N1CCCC1	-4	103	97	x	2	97	102	1	x
CCn1cc([N+](=O)[O-])c(C(=O)Nc2ccc(Br)cn2)n1	82*	x	x	-4	x	x	x	0.2	1
CC(=O)C(C)Oc1ccc2c3c(c(=O)oc2c1)CCCC3 (stereo not drawn)	18	101	90	0	3	84	83	0.8	-10
COc1ccccc1N(CC(O)CN(c1ccccc1)S(C)(=O)=O)S(=O)(=O)c1ccccc1 (stereo not drawn)	46	93	94	3	-12	104	90	0.5	-33
NC(N)=N/N=C/c1ccc(OCc2ccccc2Cl)cc1	-2	x	x	0	x	x	x	1	49
Cc1cc(=O)oc2c(C(=O)/C=C/c3ccccc3)c(O)ccc12	23	x	x	24	x	x	x	0.8	-1
COCCn1c(C)cc(C(=O)CSc2ccc3ccccc3n2)c1C	68*	x	x	2	x	x	x	0.3	16
CCCCN(CCCC)CP(=O)(c1ccccc1)c1ccccc1	23	94	109	-3	2	107	74	0.8	-6
O=S(=O)(c1ccc(OCC(O)CNCc2ccco2)c(Cl)c1)N1CCOCC1 (stereo not drawn)	8	95	96	-4	2	99	85	0.9	-6

Some of these compounds in order of their number in CD11b adhes inh, largest number first:
compound | CD11b adhes inh
C=Cn1ccnc1P(=S)(c1ccc2c(c1)c1ccccc1n2CC)c1nccn1C=C | 11
CCOC(=O)C1CCN(C(=O)C2CCN(S(=O)(=O)c3cc(Cl)ccc3Cl)CC2)CC1 | 2
CCOCCCNC(=O)CCCn1nc(C)n2c(cc3sccc32)c1=O | -5
C=CCN(CC=C)C(=O)C1CC(=O)N(c2ccc(Br)cc2)C1 (stereo not drawn) | -7
CC1Cc2nc(SCC(=O)N3CCCC3)n(C)c(=O)c2S1 (stereo not drawn) | -8

Later entries:
SMILES	CYP2C19 inh	Lung fibro prol	HUVEC prolif 384	CD11b adhes enh	ERa SRC1 inh	ERa SRC1 pot	H69AR inhibit	CYP2C19 activ	CD11b adhes inh
Cc1nnc(SCc2nc3ccccc3s2)n1-c1ccccc1	x	92	98	x	2	113	77	x	x
COc1cccc(C2C(C(=O)c3cccs3)=C(O)C(=O)N2c2cc(C)on2)c1 (stereo not drawn)	18	101	101	-1	-12[fluorescence artefact?]	128	93	0.8	7
CC1=NC(C(F)(F)F)(C(F)(F)F)C2=C(CC(C)(C)CC2=O)N1Cc1ccco1	56*	100	92	-5	5	102	88	0.4	-3
CCOc1ccc(-c2nnc(SCC(=O)Nc3ccc4c(c3)c3ccccc3n4CC)n2N)cc1	16	x	x	1	x	x	x	0.8	-7
COc1ccc(-c2cn3cccnc3n2)cc1NC(=O)c1ccc(Br)o1	14	x	x	2	x	x	x	0.9	1
CCn1c(N)c(C(=O)NCC2CCCO2)sc1=S (stereo not drawn)	10	x	x	0	x	x	x	0.9	-12
CC(C)C(=O)Nc1ccc2c(c1)C(=O)N(CCC(=O)O)C2=O	-5	91	99	2	-1[fluorescence artefact?]	122	85	1	-5
Cn1c(Cn2c(=O)sc3ccccc32)nnc1SCC(=O)N1CCCC1	x	102	104	x	4	81	101	x	x
CCOC(=O)C1CCN(C(=O)c2ccco2)CC1	63*	99	106	-2	-2	94	93	0.4	-12
NC(=O)NOCc1ncc(C(F)(F)F)cc1Cl	3	96	102	-1	-2	106	99	1	-8
CC1CCCC(C)N1CC(O)COc1ccc(Cl)cc1 (stereo not drawn)	25	95	99	-3	-1[fluorescence artefact?]	112	80	0.7	8
CS(=O)(=O)N(CC(=O)N1CCN(c2ccc(F)cc2)CC1)C1CCCCC1	7	103	98	5	-2	101[fluorescence artefact?]	92	0.9	-17
CC(C)(C)NS(=O)(=O)c1ccc(OCC(=O)Nc2ccc3c(c2)OCCO3)cc1	38	93	104	3	-1[fluorescence artefact?]	114	88	0.6	2
CN(C)S(=O)(=O)c1cccc2nsnc12	16	99	99	-1	6	111	92	0.8	-7
Cn1c(C(=O)NCCCN2CCc3ccccc3C2)cc2c(=O)n(C)c3ccccc3c21	8	67	52	0	11	82[fluorescence artefact?]	35*	0.9	11
CCC(Cc1ccccc1)NC(=O)CCn1cccc1 (stereo not drawn)	66*	90	100	-3	-16	112	97	0.3	13
Cc1ccc(OCC(=O)NC2CCS(=O)(=O)C2)cc1 (stereo not drawn)	28	102	105	2	1[fluorescence artefact?]	100[fluorescence artefact?]	100	0.7	-50
O=C(Oc1ccc2c(c1)OCO2)c1cccs1	8	99	86	-2	-1[fluorescence artefact?]	121	98	0.9	-22
O=C1C2C3C=CC(C3)C2C(=O)N1CNc1ccc(O)cc1 (stereo not drawn)	-14	102	99	0	61*[fluorescence artefact?]	47[fluorescence artefact?]	29*	1.1	22
O=C(O)c1[nH]c2ccccc2c1-c1ccccc1	-16	102	100	-1	20	80	105	1.2	0
O=C(CN1CCN(Cc2ccccc2F)C1=O)NCc1cccnc1	-1	104	102	-3	6[fluorescence artefact?]	121[fluorescence artefact?]	97	1	-6
CCOC(=O)CCc1c(C)nc2cc(-c3ccc(F)cc3)[nH]n2c1=O	8	100	104	0	11[fluorescence artefact?]	107	92	0.9	-17
O=C1CCCN1CCCNc1ncnc2c1[nH]c1ccc(Cl)cc12	21	95	101	-4	3	93	71	0.8	0
CC(=O)n1c(Cl)c(NC(=O)CCl)c2ccccc21	15	64	92	0	-6	79	1.5*	0.9	-17
O=C(CSc1nc2ccccc2c(=O)n1C1CC1)NCc1ccccc1	39	95	99	-3	-3	71[fluorescence artefact?]	83	0.6	-15
Cn1c(CCN2CCCCC2)nc2cc(NS(=O)(=O)c3ccc(Cl)cc3)ccc21	17	100	104	4	5[fluorescence artefact?]	94[fluorescence artefact?]	9.8*	0.8	12
c1ccc(-n2cnc3cc(NCc4ccccn4)ccc32)cc1	85*	97	107	-1	-7[fluorescence artefact?]	102	79	0.2	-11
COC(=O)CSc1nnc(CNS(=O)(=O)c2ccc(C)cc2)n1C	-12	95	99	0	7	127	93	1.1	10
COc1ccc(-c2nnc(SCC(=O)N3CCCCC3)o2)cc1OC	16	104	100	0	8	91	80	0.8	-6
Cc1ccccc1NC(=O)C1CCCN(S(=O)(=O)c2c(C)noc2C)C1 (stereo not drawn)	9	x	x	-4	x	x	x	0.9	-15
Cc1nc2c(cc(Oc3ccc(S(=O)(=O)N4CCOCC4)cn3)c3ccsc32)s1	84*	100	98	-3	5	118	75	0.2	9
Cc1cccc(C)c1-n1nnnc1S(=O)(=O)Cc1ccccc1Cl	42	87	95	3	-6	108	52	0.6	23
CN(c1cccc(NC(=O)CSc2ccc(Cl)cc2)c1)S(C)(=O)=O	25	87	83	-6	12[fluorescence artefact?]	82	94	0.7	88
Cc1cc2c(C)nc(Cc3ccccc3)nc2o1	74*	92	98	4	0	115	88	0.3	12
CCN(C(=O)c1cccc(F)c1)c1ccccc1C	83*	98	89	-2	2	109	100	0.2	-7
c1csc(CN2CCN(Cc3cccs3)C2c2cccs2)c1	17	101	96	-5	1	125	84	0.8	-8
O=C(CSc1nc2cc(Cl)ccc2s1)N1CCN(C(=O)c2ccco2)CC1	86*	104	115	-3	-23	93	83	0.1	6
Cn1c(=O)c2c(nc(SCC(=O)NC3CCCCC3)n2C)n(C)c1=O	x	85	94	x	2	96[fluorescence artefact?]	89	x	x
COc1ccccc1Nc1nnc(C)c(=O)[nH]1	0	104	103	-4	-3	107	113	1	-7
COc1ccccc1N1CCN(C(=O)CN(Cc2ccc(Cl)cc2)S(C)(=O)=O)CC1	34	98	109	-2	-25	112	87	0.7	-1

ERa SRC1 inh: entries above that show a hit
Structure	CYP2C19 inh	CD11b adhes enh	ERa SRC1 inh	ERa SRC1 pot	CYP2C19 activ	CD11b adhes inh
O=C1C2C3C=CC(C3)C2C(=O)N1CNc1ccc(O)cc1 (stereo not drawn)	-14	0	61*[fluorescence artefact?]	47[fluorescence artefact?]	1.1	22

The results go on:
SMILES	CYP2C19 inh	Lung fibro prol	HUVEC prolif 384	CD11b adhes enh	ERa SRC1 inh	ERa SRC1 pot	H69AR inhibit	CYP2C19 activ	CD11b adhes inh
Cc1nn(CC(=O)Nc2ccc3c(c2)oc2ccccc23)c(=O)c2ccccc12	40	105	39	-2	81*[fluorescence artefact?]	106[fluorescence artefact?]	3.3*	0.6	-3
CC(=O)c1cc(NC(=O)c2ccccc2)c(=O)oc1/C=C/N(C)C	0	x	x	34	x	x	x	1	-3
COc1ccc(OCc2nnc(SCC(=O)O)n2N)cc1	-9	102	96	-1	-29	110	101	1.1	26
N#Cc1cccc(C(c2nnnn2C2CCCC2)N2CCC(Cc3ccccc3)CC2)c1 (stereo not drawn)	x	97	90	x	-11	101	104	x	x
Cc1nnc(SCc2ccccc2F)n1NCc1cccs1	93*	98	95	0	-3	104	91	0.1	-11
CC1CCCC(C)N1C(=O)c1cc(F)c(F)cc1Cl (stereo not drawn)	59*	83	93	1	-15	105	95	0.4	-10
Cc1ccc(NS(=O)(=O)c2ccc3c(c2)c(=O)n(C)c(=O)n3C)cc1F	94*	83	60	-4	4	91	85	0.1	-47
COC(=O)c1ccc(NC(=O)CNC(=O)C2CCCCC2)c(C)c1	15	98	101	2	-5	105	82	0.8	-25
COc1cc(CN2CCSCC2)cc(OC)c1OC	4	x	x	5	x	x	x	1	14
O=C(c1cccs1)N1CCC(c2ccccc2)C1 (stereo not drawn)	98*	96	108	4	-5	96	96	0	-57
O=C(O)C1CCCN1S(=O)(=O)c1ccc2[nH]c(=O)c(=O)[nH]c2c1 (stereo not drawn)	-9	99	87	-1	-5	90	101	1.1	12
Cc1ccc2c(c1)C(c1ccncc1)=NNC(c1ccc(C(C)C)cc1)=N2	38	x	x	4	x	x	x	0.6	-5
COc1cc(/C=N\N=C2/SC(CC(=O)O)C(=O)N2c2ccc(O)cc2)ccc1O (stereo not drawn)	-16	x	x	-4	x	x	x	1.2	2
O=C(CCC(=O)c1cccs1)NCc1ccc(Cl)cc1	44	106	103	-8	1[fluorescence artefact?]	117	99	0.6	0
CCCCn1c(SCn2nnc3ccccc3c2=O)nc2cc(S(N)(=O)=O)ccc21	-4	x	x	-1	x	x	x	1	8
